Source: PubChem
CHT PAM – CHT positive allosteric modulators, primary screen, cell-based, membrane potential dye, choline EC20; B-score at 10 µM; CHT-expressing cells; stronger effect = higher value; LV-AA mutant CHT in HEK293 cells; actives 0.49% (n = 310,000); High affinity choline transporter 1 (Homo sapiens), Q9GZV3;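 active = initial fluorescence not abnormally high and integrated response B-score, plate-corrected, over 3 SD above library mean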
Target sequence (Q9GZV3 whole entry, looked up): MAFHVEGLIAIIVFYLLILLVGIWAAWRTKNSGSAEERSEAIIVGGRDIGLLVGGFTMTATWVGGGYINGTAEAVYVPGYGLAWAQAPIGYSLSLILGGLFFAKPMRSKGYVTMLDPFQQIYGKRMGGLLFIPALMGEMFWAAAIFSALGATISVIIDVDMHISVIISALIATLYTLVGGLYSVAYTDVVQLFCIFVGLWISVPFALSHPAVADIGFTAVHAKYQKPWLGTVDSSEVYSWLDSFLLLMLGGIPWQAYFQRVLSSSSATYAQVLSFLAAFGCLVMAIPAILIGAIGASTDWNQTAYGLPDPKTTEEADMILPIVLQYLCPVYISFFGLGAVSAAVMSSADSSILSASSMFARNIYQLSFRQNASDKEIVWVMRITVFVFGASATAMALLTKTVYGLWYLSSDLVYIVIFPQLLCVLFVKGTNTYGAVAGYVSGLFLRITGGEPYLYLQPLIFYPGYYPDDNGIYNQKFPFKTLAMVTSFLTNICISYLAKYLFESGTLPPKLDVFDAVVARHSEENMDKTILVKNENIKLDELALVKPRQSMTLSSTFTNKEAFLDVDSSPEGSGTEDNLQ
OX1R antag-1 – antagonists of human orexin 1 receptor (OX1R); OX1R-expressing cells, FRET antagonist read-out; actives 1.8% (n = 330,000); inhibition, % at 6.6 µM; Orexin/Hypocretin receptor type 1 (Homo sapiens), O43613; AID 485270, 2010; in the data active = inhibition mostly above about 38%, no sharp cut-off; inactive = mostly below about 40%;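 also: 0% = agonist challenge alone and 100% = reference antagonist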
Target sequence (O43613 whole entry, looked up): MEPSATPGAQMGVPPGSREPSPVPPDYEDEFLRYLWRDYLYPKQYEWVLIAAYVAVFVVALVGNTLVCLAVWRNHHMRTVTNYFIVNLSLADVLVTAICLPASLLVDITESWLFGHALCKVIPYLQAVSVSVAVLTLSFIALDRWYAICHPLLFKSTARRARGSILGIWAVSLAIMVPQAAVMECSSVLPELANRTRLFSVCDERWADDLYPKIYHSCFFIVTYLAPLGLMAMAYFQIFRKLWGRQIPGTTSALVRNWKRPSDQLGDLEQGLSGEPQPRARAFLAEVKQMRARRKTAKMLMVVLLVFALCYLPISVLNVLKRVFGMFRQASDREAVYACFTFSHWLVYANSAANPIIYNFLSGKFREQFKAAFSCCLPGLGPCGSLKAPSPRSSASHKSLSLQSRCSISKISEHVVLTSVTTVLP
OX1R antag-2 – OX1R (HCRTR1) antagonists, primary screen, fluorescence, CHO/OX1R cells, Fluo-8 calcium, orexin A | AID 434989, 2010 | Fluo-8 calcium fluorescence | inhibition, % at 5 µM | actives 0.43% (n = 330,000);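 active = inhibition above its plate's threshold, mean inhibition of all tested compounds on the plate plus 3 SD, cut at about 37% in these data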;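 also: 0% = orexin A challenge wells and 100% = SB-334867-A antagonist wells; not every result past the cut was called active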
* = called active by the depositor; i = inactive; · = not tested or not shown.

SMILES | CHT PAM | OX1R antag-1 | OX1R antag-2
CC(C)(C)c1nnc(N/N=C/c2cc(Br)ccc2O)n(N)c1=O | i | 14 | 9
O=C(CCCOc1ccc(Cl)cc1Cl)N1CCN(c2ccccn2)CC1 | i | 2 | -13
O=C(N/N=C/c1c[nH]c2ccccc12)c1cc(-c2cccc3ccccc23)n[nH]1 | i | 13 | -4
O=C(OCC(=O)c1c[nH]c2ccccc12)c1ccc(Br)o1 | i | 15 | -6
COc1ccc(CCNC(=O)CCC(=O)Nc2ccc3nc(N4CCN(C)CC4)cc(C)c3c2)cc1OC | i | 3 | -3
CC12CCC(C(=O)N(NC(=O)c3ccc(O)cc3)C1=O)C2(C)C (centres undefined) | i | 28 | 5
COc1cccc(-c2nc(NC(C)C)c3ccccc3n2)c1O | i | 28 | -38
CCc1nnc(NC(=O)CCc2c[nH]c3ccccc23)s1 | i | 23 | -9
COc1ccccc1-c1nc(C#N)c(N2CCN(c3cccc(Cl)c3)CC2)o1 | i | 6 | -19
Cc1ccc(S(=O)(=O)N2CCC(C(=O)NC3CC(C)(C)NC(C)(C)C3)CC2)cc1C | i | 15 | -11
O=C1CCC/C(=N\NC(=O)c2ccc(COc3ccccc3-c3ccccc3)cc2)C1 | i | 14 | -4
COc1cc(NC(=O)C2CC2)c(OC)cc1NC(=O)CCC(=O)NC1CCN(Cc2ccccc2)CC1 | i | 13 | -9
CCOCCCNC(=O)C1CCC(CNS(=O)(=O)c2ccc(Cl)cc2)CC1 (centres undefined) | i | 11 | -7
CCC(CC)C(=O)N1CCN(Cc2nc3ccccc3c(=O)[nH]2)CC1 | i | 17 | -12
CC(C)CC(CO)N1CCN(C(=O)c2ccccc2)CCC1=O (centres undefined) | i | 17 | -6
CCN(Cc1nc2ccccc2c(=O)[nH]1)C(=O)c1cc2c(s1)CCCCC2 | · | 6 | -12
Cc1n[nH]c(=O)c2c(NC(=O)CSc3nc4ccccc4c(=O)n3CCCO)oc(C)c12 | i | 27 | -1
CCCCOC(=O)c1ccc(NC(=O)C(=O)NCC2CCCO2)cc1 (centres undefined) | i | 15 | -10
Oc1ccccc1CNc1cnc2ccccc2c1 | i | 19 | 35
ClC1(Cl)CC1Cn1cnc2ccccc21 (centres undefined) | i | 27 | 7
CS(=O)(=O)c1ccc(C(=O)Nc2ccccc2N2CCOCC2)c(Cl)c1 | i | 9 | -12
CC1CCc2nc(/C(C#N)=C/c3ccncc3)sc2C1 (centres undefined) | i | 26 | -25
O=C(CN1CCN(c2ccccc2)CC1)Nc1cccc([N+](=O)[O-])c1 | i | 14 | -22
CSc1ncccc1C(=O)OCC(=O)NC(C)CCc1ccccc1 (centres undefined) | · | 11 | -16
COc1ccccc1NS(=O)(=O)c1cc(NC(=O)CCc2nc3ccccc3c(=O)[nH]2)ccc1C | i | 32 | -23
COc1ccc(-c2cn(CCO)c(-c3ccc(Cl)nc3)n2)cc1 | i | 21 | -17
Cc1cccc(NC(=O)NCC(c2ccc(F)cc2)N2CCN(C)CC2)c1 (centres undefined) | i | 0 | -28
CSc1ccc(CN2CCc3c([nH]c4ccccc34)C2)cc1 | i | 4 | -19
CC(=O)N1c2ccc3ccccc3c2C(C)CC12CCCCC2 (centres undefined) | i | 19 | -1
CC(C)c1ccc(C2(O)C(=O)Nc3cc(Br)ccc32)c(O)c1 (centres undefined) | i | 5 | 1
c1ccc(COc2ccccc2CNC2CCCC2)cc1 | i | 3 | -32
COc1ccccc1NCC(O)COc1ccc(C(C)(C)C)cc1 (centres undefined) | i | -1 | -28
COC(=O)[C@H](C)NC(=O)NCc1ccccc1 | i | 5 | -8
CC(C)CCNC(=O)CN(Cc1ccco1)C(=O)c1snc(C(N)=O)c1N | i | 33 | -13
Cc1[nH]nc(SCC(=O)NCc2ccc(Cl)cc2)c1[N+](=O)[O-] | i | 11 | -17
CCNS(=O)(=O)c1ccc(CCC(=O)N2CCN(C(=O)OCC)CC2)cc1 | i | 2 | -15
CCc1cc(=O)oc2c(C)c(OCC(=O)NCCN3CCOCC3)ccc12 | i | -1 | -14
COc1cccc(NC(=O)CN(C)C(=O)c2ccc(COc3ccccc3)cc2)c1 | i | 20 | -26
CC(=O)CSc1cc(C)nc2c(-c3ccccc3)c(C)nn12 | i | 5 | 4
CC(=NCc1cccnc1)C1=C(O)c2ccccc2C1=O | i | 36 | -6
CCCCCC1CC(CC#CCN2CCOCC2)C(=O)O1 (centres undefined) | i | 14 | -16
O=C(NNC(=O)c1ccccc1O)c1cccc(Br)c1 | i | -12 | -12
CC(=O)c1c(N2CCN(C)CC2)nc(=S)n(Cc2ccccc2)c1C | i | 26 | -7
O=C(CSc1ncn[nH]1)Nc1nnc(-c2ccccc2)s1 | i | 6 | -16
CC(C)CN1C(=O)/C(=C/c2ccco2)NC1=S | i | 8 | -8
COC(=O)CC1Oc2ccccc2N(Cc2ccccc2)C1=O (centres undefined) | i | 11 | -18
CCc1ccc(-c2cc3c(=O)n(CC(=O)NCCN4CCCCC4C)nc(C)n3n2)cc1 (centres undefined) | i | 5 | -5
O=C(/C(C=Nc1ccc(Br)cc1)=C(/O)c1ccco1)C(F)(F)F | i | 2 | -11
COc1cc2c(cc1OC)C(c1cccc([N+](=O)[O-])c1)N(C(=O)c1ccccc1C(=O)O)CC2 (centres undefined) | i | 7 | -19
COc1ccc(-c2nnn(CCC(=O)O)n2)cc1 | i | 4 | 2

(list continues)
SMILES | CHT PAM | OX1R antag-1 | OX1R antag-2
COc1cc(S(=O)(=O)N2CCOCC2)cc(C(=O)NCC(c2cccs2)N2CCOCC2)c1OC (centres undefined) | · | 4 | -27
Cc1ccc(CCNC(=O)C2CCCN(S(=O)(=O)N3CC(C)CC(C)C3)C2)cc1 (centres undefined) | i | 3 | -10
COC(=O)c1cc(C#N)c(NCc2ccc(Cl)cc2Cl)nc1C | i | -2 | -10
Cc1nc2cc(N3CCCCC3)c(NC(=O)c3cccnc3)cc2c(=O)n1Cc1ccccc1 | i | 21 | -21
Cn1ccnc1SCC(=O)c1cc2ccccc2o1 | i | 4 | 0
COc1ccc(-c2ccc(CCC(=O)O)n2NC(N)=O)cc1 | i | 14 | -3
Cc1nn(C(C)C(=O)O)c(C)c1[N+](=O)[O-] (centres undefined) | i | 12 | -7
O=C(O)c1ccccc1-c1nc2ccccc2[nH]1 | i | 5 | 8
COC(=O)Nc1ccc(S(=O)(=O)N2CCCC(C(=O)N3CCCCCC3)C2)cc1 (centres undefined) | i | 6 | -25
O=C(COC(=O)C1CC2C=CC1C2)NCc1ccco1 (centres undefined) | i | 8 | -6
CCC(=O)N(CCC(c1ccco1)C(C)C)Cc1ccccc1 (centres undefined) | i | 9 | -31
O=S(=O)(c1ccc(OCC(O)CN2CCN(c3ccc(F)cc3)CC2)cc1)N1CCOCC1 (centres undefined) | i | 2 | -15
O=C(Cn1cccc(C(F)(F)F)c1=O)c1ccc(Cl)cc1 | i | 4 | -19
O=C(Nc1ccc(C(=O)NCc2ccc(F)cc2)cc1)C1=CSCCO1 | i | 6 | -15
O=C1c2ccccc2/C(=C\c2ccc3[nH]ccc3c2)N1c1ccccc1 | · | 6 | 17
CCC(=O)N(Cc1cc(=O)[nH]c2ccccc12)c1ccccc1 | i | 9 | -6
Cc1ccc(CNC(=O)COC(=O)c2cccc(S(=O)(=O)N3CCCCC3)c2)cc1 | · | 3 | 1
C/C(=N\Nc1ccc(S(N)(=O)=O)cc1[N+](=O)[O-])c1cccs1 | i | 29 | -13
CCCNC(=O)C12CCC(C)(C(=O)C1Br)C2(C)C (centres undefined) | i | 1 | 0
N#C[C@H]1C(O)C(O)c2ccccc2N1C(=O)c1ccccc1 (some centres undefined) | i | 15 | -3
COc1ccccc1CCc1nnc(CCC(=O)NCC(C)Oc2cccnc2)o1 (centres undefined) | i | 18 | -10
C/C(=N\NC(=O)c1cc(-c2ccc(C)s2)[nH]n1)c1ccco1 | i | 26 | -20
COc1ccc(N/N=C(/C#N)S(=O)(=O)c2nsc(C)c2C#N)cc1 | i | 26 | -8
Cc1nnc(SCC(=O)N2CCc3ccccc3C2)s1 | i | 4 | -31
CSc1ccc(Cl)c(C(=O)NC2CCCC2)c1 | i | 12 | -26
COc1ccc(/C=N/N2CCOCC2)cc1Cn1cc([N+](=O)[O-])cn1 | i | 16 | -16
COc1cccc(C(=O)Nc2nnc(S(=O)(=O)N(C)Cc3ccc(F)cc3)s2)c1 | i | 24 | -13
O=C(COC(=O)CCc1ccc(S(=O)(=O)N2CCOCC2)cc1)Nc1ccccc1OC(F)F | · | 18 | 6
N#Cc1ccc(CC(C(=O)O)N2Cc3ccccc3C2=O)cc1 (centres undefined) | i | 19 | 1
Cc1cc(Cl)c2oc(C(=O)NC(C)c3ccncn3)c(C)c2c1 (centres undefined) | i | 14 | -12

A second format for some results above:
Results follow in this order: CHT PAM	OX1R antag-1	OX1R antag-2
COc1cccc(C(=O)Nc2nnc(S(=O)(=O)N(C)Cc3ccc(F)cc3)s2)c1
    i	24	-13
N#Cc1ccc(CC(C(=O)O)N2Cc3ccccc3C2=O)cc1 (centres undefined)
    i	19	1

Continued.
SMILES | CHT PAM | OX1R antag-1 | OX1R antag-2
Cc1cccc(NC(=O)CSc2nnc(NC(=O)C3CC3)s2)c1C | i | 12 | 2
CCOC(=O)C1=C(COC(=O)/C=C/c2cccc(OC)c2OC)NC(=O)NC1C (centres undefined) | i | 31 | -21
Cc1ccc(-c2cc(C(=O)N3CCN(C4CCS(=O)(=O)C4)CC3)c3ccccc3n2)cc1 (centres undefined) | · | 9 | -17
COC(=O)c1nn(-c2ccccc2)c(=O)cc1Oc1ccc(Cl)cc1 | i | 4 | -11
COc1ccc(CC(=O)NC2CCN(CC(=O)N3CCCc4ccccc43)CC2)cc1OC | i | 8 | -18
Cc1c(S(=O)(=O)Nc2cc(Cl)ccc2Cl)c(=O)n(C)c(=O)n1C | i | 3 | -5
Cc1ccc(-c2noc(C3CCCN(C(=O)c4ccc(F)cc4F)C3)n2)cc1 (centres undefined) | i | 19 | 9
CC(/C=N/Nc1nnc2c(n1)[nH]c1ccccc12)=C\c1ccco1 | i | 19 | -3
Cc1ccc(Nc2cc(C)c(O)c(C)c2)cc1 | i | 9 | -16
CCOc1ccccc1C(=O)Nc1cccc(-c2ccc3nncn3n2)c1 | i | 32 | -16

7 records drawn at random from those above:
SMILES | CHT PAM | OX1R antag-1 | OX1R antag-2
O=C(CCCOc1ccc(Cl)cc1Cl)N1CCN(c2ccccn2)CC1 | i | 2 | -13
CCOCCCNC(=O)C1CCC(CNS(=O)(=O)c2ccc(Cl)cc2)CC1 (centres undefined) | i | 11 | -7
O=C1CCC/C(=N\NC(=O)c2ccc(COc3ccccc3-c3ccccc3)cc2)C1 | i | 14 | -4
COc1ccc(-c2cn(CCO)c(-c3ccc(Cl)nc3)n2)cc1 | i | 21 | -17
O=C(NNC(=O)c1ccccc1O)c1cccc(Br)c1 | i | -12 | -12
Cc1ccc(CCNC(=O)C2CCCN(S(=O)(=O)N3CC(C)CC(C)C3)C2)cc1 (centres undefined) | i | 3 | -10
COc1ccc(/C=N/N2CCOCC2)cc1Cn1cc([N+](=O)[O-])cn1 | i | 16 | -16

Further entries follow.
SMILES | CHT PAM | OX1R antag-1 | OX1R antag-2
O=C(Nc1ccc(C(=O)N2CCOCC2)cc1)c1cnn2c(C(F)F)cc(-c3ccccc3)nc12 | i | 23 | 0
CCN(CC(=O)NC(=O)NC1CCCC1)Cc1ccccc1 | i | 11 | -26
Cc1cc(=O)oc2c(C)c(OC(C)C(=O)NC3CCN(Cc4ccccc4)CC3)ccc12 (centres undefined) | 6.4* | 0 | -25
C/C(=N/N=C/c1ccc(N(C)C)cc1)c1ccccc1 | i | 12 | -8
N#CC1=C(N)N(c2ccc(F)cc2)C(=O)C1 | i | 2 | 7
CCOC(=O)C1=C(C)N(c2ccc(C)cc2)C(=O)/C1=C\c1cccs1 | i | 9 | -13
CCn1c(NCc2ccc(N(C)C)cc2)nc2ccccc21 | i | 25 | -18
COc1ccc2c(C)cc(=O)oc2c1C | i | 20 | -6
O=C(CCCSc1nc2ccccc2[nH]1)NCc1ccccc1F | i | 14 | -27
O=C(C1CCN(c2ncnc3c2nc2n3CCCCC2)CC1)N1CCCCC1 | i | 16 | -20
O=C(Cc1ccccc1)Nc1cccc(C(=O)O)c1O | i | 8 | -24
CCc1c(C)nn(C(=O)/C(C#N)=C\N(C)C)c1C | i | 16 | -17
O=C(c1ccc([N+](=O)[O-])cc1)N1CCN(c2ncc(Br)cn2)CC1 | i | 12 | -4
COc1cc(C2Nc3cc(Cl)c(S(N)(=O)=O)cc3S(=O)(=O)N2)cc(OC)c1OC (centres undefined) | i | 14 | -11
CN1C2=C(C(=O)CC(C)(C)C2)C(c2cccs2)C2=C1CC(C)(C)CC2=O | i | 12 | -14
CC(=O)NCC(=O)N(C)C(C(=O)Nc1ccc2c(c1)OCCO2)c1ccccc1 (centres undefined) | i | 25 | -6
O=C(CNS(=O)(=O)c1ccc([N+](=O)[O-])cc1)N/N=C\c1ccc(O)cc1 | i | 7 | 7
CN1CCCN(C(=O)/C=C/c2ccc(F)cc2)CC1 | i | -2 | -10
CN(CC(=O)OCC(=O)NCc1ccccc1)S(=O)(=O)c1ccc(F)cc1 | · | 7 | -14
O=C(Cn1cccc1C(=O)c1ccccc1)NCc1cccnc1 | i | 50 | -17
Cc1c(NC(=O)Cc2ccccc2)cccc1C(=O)NN1C(=O)c2ccccc2C1=O | i | 22 | -27
Cc1cc(NS(=O)(=O)c2ccc(Cl)cc2)nn1CC(=O)NCc1ccco1 | i | 19 | -15
CCOCCc1nnc(NC(=O)c2cc(OC)c(OC)c(OC)c2)s1 | i | 15 | -24
CN(C)C1(CNC(=O)Nc2ccccc2)CCCCC1 | i | 8 | -19
COc1ccc2nc(NC(=O)CS(=O)(=O)Cc3ccccc3)sc2c1 | i | 15 | -10
